Bioassay records (PubChem BioAssay)
Lmaj promast: Leishmania major promastigote growth inhibition. Leishmania major promastigotes, resazurin fluorescence viability. inhibition, % at 10 µM. 200,000 tested, 9% active; in the data active means inhibition above about 50%;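 further: promastigotes grown with compound for 44 hours at 28 °C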
Efa HMGR inh: E. faecalis class II HMG-CoA reductase inhibition | purified E. faecalis HMGR, NADPH absorbance 340 nm kinetic | inhibition, % at 10 µM | 190,000 tested, 0.41% active | AID 1066;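 active means inhibition above a set limit, the median over all tested compounds plus 3 SD, cut at about 9.5% in these data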;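 further: enzyme runs in reverse so mevalonate oxidation gives rising NADPH absorbance; 0% = complete reaction with DMSO and 100% = background rate lacking mevalonate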
bIAP inh: blocks bovine intestinal alkaline phosphatase activity | purified bovine IAP, CDP-star luminescence, 30 min | inhibition, % at 20 µM | 190,000 tested, under 10 active;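 active means over 50% inhibition of intestinal alkaline phosphatase at 20 µM in the single-dose screen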
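Assay system – bovine IAP enzyme · Quantity – bovine IAP at 1/65,000,000 final dilution · Detection – CDP-star luminescence signal · Times – 30 min reaction at room temperature · Also added – CDP-star substrate at 30 µM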
Redox H2O2 prof: compounds producing H2O2 with reducing agent – biochemical, NIH compound library profiling, artefact control for MLSCN library redox annotation, primary screen. DTT-dependent redox cycling H2O2, phenol red/HRP absorbance; 100% = 100 µM peroxide control, 0% = buffer. activation, % at 10 µM. 200,000 tested, 0.03% active. AID 878;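 active means activation of at least 50% relative to the plate's high and low controls in the primary single-dose screen; inactive means activation below 50%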;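 further: compound incubated with DTT at 0.8 mM final as the reducing agent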
PPARg SRC2 recr: promotes SRC-2 coactivator recruitment by human PPARgamma | P37231 | PPARgamma LBD-SRC-2 recruitment, biochemical | activation, % at 8 µM | 200,000 tested, 0.34% active | AID 1032; in the data active means activation above about 22%;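 further: 0% = vehicle and 100% = reference agonist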
Target sequence (P37231 whole entry, looked up, the tested form may be a part): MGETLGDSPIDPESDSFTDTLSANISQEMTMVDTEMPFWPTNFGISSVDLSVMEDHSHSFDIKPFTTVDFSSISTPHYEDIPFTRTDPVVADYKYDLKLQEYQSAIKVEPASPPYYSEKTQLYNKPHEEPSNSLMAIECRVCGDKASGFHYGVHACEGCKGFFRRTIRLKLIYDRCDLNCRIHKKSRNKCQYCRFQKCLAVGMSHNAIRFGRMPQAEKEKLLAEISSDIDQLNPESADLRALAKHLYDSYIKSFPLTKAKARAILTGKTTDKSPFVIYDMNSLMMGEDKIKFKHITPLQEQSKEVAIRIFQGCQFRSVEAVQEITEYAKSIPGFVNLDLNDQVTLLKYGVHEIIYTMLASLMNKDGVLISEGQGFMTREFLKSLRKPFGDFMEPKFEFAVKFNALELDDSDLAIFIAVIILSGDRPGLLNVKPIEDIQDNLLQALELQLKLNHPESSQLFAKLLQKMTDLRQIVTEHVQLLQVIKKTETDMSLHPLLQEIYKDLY
S1P3 antagonist: S1P3 (human) receptor antagonism. 170,000 tested, 0.27% active. Q99500. inhibition, % at 4.98 µM. CHO S1P3 NFAT-BLA reporter, FRET fluorescence, antagonist mode;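 active means inhibition above the plate cutoff, the mean inhibition of test wells on that plate plus 3 SD, cut at about 28% in these data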;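 further: cells challenged with S1P at its EC80 of 0.8 µM; blue over green emission ratio from cleaved BLA substrate after 4 h stimulation; 0% = S1P-stimulated wells and 100% = unstimulated DMSO-only wells; some compounds past the cut are filed as inactive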
ROMK primary: modulators of human ROMK potassium channel; P48048; Tet-inducible ROMK, thallium flux fluorescence; actives lie on both sides; B-score at 10 µM; 130,000 tested, 2% active; AID 1918;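 active means signal ratio slope over the read window, or its plate-corrected B-score, at least 3 SD from the plate mean, either direction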;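 further: B-score of the F/F0 ratio slope over 7 to 12 s after thallium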
Target sequence (P48048 whole entry, looked up): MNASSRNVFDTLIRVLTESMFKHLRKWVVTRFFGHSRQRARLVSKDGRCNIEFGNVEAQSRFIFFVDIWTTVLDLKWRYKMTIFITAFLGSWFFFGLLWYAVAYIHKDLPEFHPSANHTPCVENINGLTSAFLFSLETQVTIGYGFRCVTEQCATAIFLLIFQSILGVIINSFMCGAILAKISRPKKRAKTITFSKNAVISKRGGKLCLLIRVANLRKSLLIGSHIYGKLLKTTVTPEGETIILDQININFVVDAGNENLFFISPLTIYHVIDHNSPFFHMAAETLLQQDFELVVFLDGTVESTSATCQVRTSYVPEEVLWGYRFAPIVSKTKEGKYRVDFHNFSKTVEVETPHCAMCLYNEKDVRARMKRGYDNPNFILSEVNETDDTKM
PPARg SRC3 recr: promotes SRC-3 coactivator recruitment by human PPARgamma; P37231; activation, % at 8 µM; biochemical PPARgamma/SRC-3 coactivator recruitment assay; 200,000 tested, 0.26% active; in the data active means activation above about 23%;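 further: 0% = DMSO and 100% = reference agonist; some compounds past the cut are filed as inactive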
RAM network inh: inhibitors of the yeast RAM network | S. cerevisiae dse1pr::URA3 reporter, 5-FOA growth OD615, 2 d; analog-sensitive cbk1-as2 kinase mutant strain | inhibition, % at 50 µM | 190,000 tested, 1.8% active | AID 868;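 active means inhibition above a set limit, 3 SD over mean compound inhibition, cut at about 8.4% in these data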;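 further: 0% = DMSO-only wells with no growth and 100% = 10 µM 1-NA-PP1 full growth; inhibition rescues growth on 5-FOA so higher OD means more RAM inhibition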
TR-FRET SRC-2 ct: flags TR-FRET format artefacts in PPARgamma SRC-2 recruitment agonist screen; 200,000 tested, 0.4% active; TR-FRET ratio at 8 µM; AID 1049; TR-FRET artefact counter-screen; active compounds read high; in the data active means TR-FRET ratio above about 2000; further: inactives centre near 1500; reference of the scale not given here
PPARg SRC-1 ag: PPARgamma-driven SRC-1 recruitment agonism | PPARgamma-SRC-1 coactivator recruitment biochemical assay | AID 631 | P37231 | 200,000 tested, 0.41% active | activation, % at 8 µM; in the data active means activation above about 19%;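 further: 0% = DMSO and 100% = reference agonist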
Active calls of the source: *; . = no result given. This is a random part of the collection (roughly 13% active in at least one column).

SMILES | Lmaj promast | Efa HMGR inh | bIAP inh | Redox H2O2 prof | PPARg SRC2 recr | S1P3 antagonist | ROMK primary | PPARg SRC3 recr | RAM network inh | TR-FRET SRC-2 ct | PPARg SRC-1 ag
COc1cc(OC)cc(C(C(=O)NCc2ccccc2)N(Cc2ccco2)C(=O)c2ccno2)c1 (stereo not drawn) | 5.0 | 0.5 | -4.5 | 1.5 | -0.9 | -15.5 | . | 5.6 | 5.2 | 1431 | -4.4
N#CCC1c2ccccc2CCN1C(=O)Nc1ccc(Cl)cc1 (stereo not drawn) | 11.8 | -1.8 | 26.5 | 1.5 | 9.2 | . | . | 9.7 | 1.4 | 1737 | 4.6
COc1ccccc1N/C(=N/S(=O)(=O)c1ccc(C)cc1)c1ccccc1 | 4.1 | -1.0 | 7.0 | -0.3 | 6.5 | -6.0 | -1.57 | 2.6 | 2.4 | 1558 | 0.6
O=C(CNC(=S)N(Cc1ccc(F)cc1)C1CCCCC1)NCC1CCCO1 (stereo not drawn) | 7.5 | 4.3 | -19.5 | -2.2 | 2.2 | -2.3 | 0.162 | -2.4 | 1.1 | 1454 | 0.0
Cc1nc2ccc(NC(=S)NC3CC3)cc2nc1C | 5.0 | 1.2 | -2.1 | -0.5 | 0.1 | 6.7 | -2.49 | 4.1 | 1.5 | 1601 | 9.4
N#Cc1ccc(/C=N/NC(=O)c2ccccc2F)cc1 | -4.5 | -2.2 | 7.3 | 0.1 | 10.2 | 4.8 | . | 5.6 | 0.9 | 1444 | 1.2
O=C(Nc1nnc(SCc2ccc(F)cc2)s1)c1cccnc1Cl | 10.6 | 1.4 | -12.5 | -1.8 | 3.7 | -4.1 | 1.57 | 1.6 | 1.8 | 1447 | 1.5
Cc1cc(C)n2cc(CSc3nnnn3-c3ccccc3)nc2n1 | 6.7 | 1.1 | 7.2 | 2.5 | 4.3 | 13.9 | 0.37 | 0.2 | 0.1 | 1620 | 4.9
O=C(CSc1ccccc1)N1CCN(c2ccccn2)CC1 | -4.6 | -0.6 | -8.8 | -0.6 | -3.6 | -15.2 | -0.969 | 1.5 | 1.0 | 1515 | 9.9
CN(c1cccc(NC(=O)Nc2ccc(Cl)cc2)c1)S(C)(=O)=O | 26.3 | 1.6 | 4.7 | 2.1 | -2.8 | . | . | 4.5 | 6.7 | 1476 | 6.5
CCN(CC)C(=O)CSc1nnc(-c2cnccn2)n1-c1ccccc1 | -1.4 | -4.8 | 5.2 | -1.4 | -0.5 | -4.6 | . | 3.2 | 0.1 | 1586 | 2.5
CCCc1cc(-c2nc(N)ncc2-c2csc(C)n2)c(O)cc1OC | 21.4 | -8.7 | -2.7 | -0.6 | -5.1 | -22.4 | 0.126 | -4.9 | -1.0 | 1472 | -0.1
CC(C)C(=O)Nc1cccc(NC(=O)c2ccc([N+](=O)[O-])cc2Cl)c1 | 6.6 | -3.3 | 7.0 | 0.5 | 6.2 | -0.2 | . | -7.8 | 0.6 | 1652 | 8.1
O=C(Nc1ccc(Cl)c(C(F)(F)F)c1)NC1CC2CCCC(C1)N2C1CC1 (stereo not drawn) | 59.5* | . | . | 1.2 | 6.0 | . | . | 4.2 | . | 1519 | 1.0
O=C(CN1CCN(c2ccccc2)CC1)N1CCc2[nH]c3ccccc3c2C1 | 90.8* | -1.5 | 3.1 | -7.2 | 6.4 | . | . | 5.3 | -1.2 | 1614 | 4.7
CCOC(=O)CNS(=O)(=O)c1ccc(S(=O)(=O)N2CCCC2)cc1 | -8.8 | -7.1 | 8.3 | 0.3 | 6.8 | -28.5 | . | -3.0 | 1.4 | 1438 | 6.3
COc1ccc(-c2csc(=Nc3ccccc3)n2CCO)cc1 | -1.7 | -3.4 | -95.3 | 0.2 | -0.6 | 5.0 | -1.3 | 2.5 | 0.1 | 1758 | 5.0
O=C(CS(=O)(=O)c1cn(Cc2ccc(Cl)cc2)c2ccccc12)N1CCCC1 | -2.8 | -2.5 | -2.8 | -0.8 | 6.2 | 0.5 | . | -10.2 | 2.1 | 1406 | -4.5
CCOc1cc(CNc2cccc3ccccc23)cc(Br)c1OCC(=O)NC(C)(C)C | 15.3 | -1.9 | 5.8 | 0.2 | -9.4 | . | 1.57 | -5.4 | 0.8 | 1414 | -2.7
O=C(Nc1ccccc1F)Nc1ccccc1OC(F)F | 4.3 | -1.9 | -2.6 | -0.2 | -4.0 | 16.3 | -0.355 | -0.5 | 2.3 | 1573 | 5.1
COc1ccccc1-c1noc(CSc2nc(C)cc(=O)[nH]2)n1 | -6.4 | 2.7 | 5.3 | -0.8 | -6.4 | -13.8 | -0.057 | -0.6 | 1.3 | 1515 | -9.5
CCOC(=O)N1CCN(C(=O)/C(=C/c2ccc(OC)c(OC)c2)NC(=O)c2ccccc2)CC1 | -4.9 | -6.1 | -16.9 | -1.2 | 3.1 | -0.8 | 0.163 | 4.1 | -0.1 | 1375 | 6.9
CCc1nc(-c2ccccc2O)n(-c2ccccc2)n1 | -0.1 | 2.9 | 1.8 | -0.5 | 5.6 | -3.7 | -0.432 | 2.4 | 0.9 | 1744 | 4.1
CCOC(=O)c1nc(C)n(-c2ccc(Cl)cc2)n1 | -6.8 | -3.3 | 13.4 | 0.8 | -6.9 | . | . | 2.5 | 1.6 | 1452 | 6.8
CCOc1ccc(N(CC(=O)Nc2cccc(Cl)c2)S(=O)(=O)c2c(C)noc2C)cc1 | 24.3 | -1.4 | 2.2 | 0.3 | -7.9 | 19.8 | . | 6.7 | 3.8 | 1527 | -5.4
Nc1cccc(CN2CCCC2)c1 | -6.7 | -11.9 | -19.9 | 0.0 | 2.4 | -10.9 | 0.243 | 3.9 | 0.9 | 1464 | 4.7
CCOc1ccc(NC(=O)CC2C(=O)N(c3ccccc3)C(=O)N2CCOC)cc1 (stereo not drawn) | -1.6 | 3.4 | -20.0 | -1.9 | 1.7 | -5.9 | 0.0466 | 2.3 | -0.2 | 1455 | -1.6
Cc1ccccc1Nc1nnc(SCC(=O)NCc2ccco2)s1 | -0.6 | -0.7 | 11.5 | -0.2 | -2.3 | -2.6 | 1.13 | -10.9 | 0.6 | 1373 | -2.3
Cc1nn(Cc2ccc(F)cc2)c(C)c1NC(=O)c1cnn2c1NC(c1cccs1)CC2C(F)(F)F (stereo not drawn) | 40.7 | -0.5 | -9.9 | 0.0 | 4.8 | . | 0.168 | 0.9 | 2.6 | 1691 | -3.6
CC1(C)Cc2ccccc2-c2nc3n(c(=O)c21)CCCS3 | -6.1 | -4.8 | -15.0 | -0.2 | -10.0 | -2.4 | -0.109 | -0.3 | 5.0 | 1427 | -6.2
CC(=O)C(Sc1nc(-c2ccc(F)cc2)nc2c1c(=O)n(C)c(=O)n2C)C(C)=O | 15.6 | -1.3 | 19.6 | 0.3 | 5.0 | -17.3 | . | 5.9 | 1.4 | 1564 | -1.7
CCN1C(=O)C(CC(=O)Nc2ccc(OC)cc2)N(Cc2ccc3c(c2)OCO3)C1=S (stereo not drawn) | 47.7 | -9.3 | 17.6 | -0.3 | -6.0 | 3.7 | . | 1.6 | 4.2 | 1834 | -5.2
Cc1cc(C)cc(OCC(=O)N/N=C/c2ccc([N+](=O)[O-])o2)c1 | 96.0* | -6.6 | -18.5 | 1.0 | 6.4 | 9.5 | -1.58 | -0.3 | 1.6 | 1414 | -2.1
Cn1c(CCNC(=O)c2ccco2)nc2cc(NC(=O)NC3CCCCC3)ccc21 | -1.7 | 0.5 | -10.9 | -3.0 | 2.2 | -15.7 | . | 3.4 | 3.4 | 1529 | 9.6
COc1ccc(CCN(CC(=O)NC2CCCC2)C(=O)Cn2nnc(-c3ccc(C)o3)n2)cc1OC | -4.6 | -5.0 | -13.6 | -0.8 | 2.5 | 10.3 | -0.204 | -1.0 | 1.4 | 1520 | 0.8
N#CCCn1c(=S)[nH]c2ccccc21 | -3.8 | -2.3 | -38.5 | 0.0 | -4.7 | . | 0.569 | -9.5 | -0.3 | 1311 | 0.5
CCN(CC)CCNCC(O)(c1ccc(Cl)cc1)c1ccc(Cl)cc1 | 71.6* | -2.8 | -15.5 | 8.6 | -0.3 | 11.5 | 0.339 | 6.7 | 1.8 | 1479 | -5.0
COCCNc1cc(C)c(C#N)c2nc3ccccc3n12 | 5.4 | -3.8 | -7.1 | 0.1 | -4.0 | . | 0.504 | -11.0 | 3.0 | 1499 | -0.2
CCOC(=O)c1cc(NC(=O)N(CC)CC)c(C)nc1C | -1.5 | 0.3 | 9.4 | 0.0 | 12.0 | . | 0.428 | 6.5 | -0.3 | 1676 | 2.1
CCOC(=O)/C(C#N)=C/c1cc2ccccc2nc1N1CCCCC1 | 88.5* | -2.3 | 4.6 | -1.2 | 11.5 | -10.1 | -0.0578 | 15.9 | 1.3 | 2031* | 16.9
C=C(C)c1cccc(C(C)(C)NC(=O)NC2CC(C)(C)NC(C)(C)C2)c1 | -4.0 | 2.5 | -44.0 | -0.6 | 3.0 | -24.0 | 0.0246 | 3.2 | 1.0 | 1562 | 4.7
COCCOC(=O)c1c(C)oc2ccc(NS(=O)(=O)c3ccccc3)cc12 | 7.9 | -0.8 | 12.6 | 0.0 | 5.3 | 1.5 | . | -5.3 | 3.3 | 1482 | 2.6
COc1ccc(NC(=S)N2c3ccccc3CC2C)cc1OC (stereo not drawn) | 6.5 | 5.2 | -34.5 | 0.5 | -7.7 | -0.5 | 0.355 | -1.4 | -0.2 | 1408 | -5.6
C/C(=N\NC(=O)c1nn(C)c(C)c1Br)c1cccc(NC(=O)c2ccoc2C)c1 | -1.4 | -5.1 | 2.3 | -0.6 | 0.3 | -14.3 | -0.359 | 6.1 | 3.0 | 1468 | 13.6
CC(C)(C)NC(=O)COC(=O)c1ccccc1OCC(=O)Nc1ccc(Br)cc1 | -4.4 | 0.1 | 29.8 | 1.3 | -11.1 | -6.5 | . | -2.1 | 3.7 | 1352 | 4.9
O=C(CSc1nc2c(c(=O)n1-c1ccc(Cl)cc1)SCC2)N1CCOCC1 | -6.5 | -0.2 | 2.6 | -1.4 | 5.2 | 7.3 | . | 4.8 | 1.7 | 1679 | 1.6
CCC(C)(C)NC(=O)c1cc(OC)c(OC)cc1[N+](=O)[O-] | -6.4 | 1.5 | 5.4 | -0.1 | -0.2 | . | -0.0777 | 0.7 | 0.9 | 1539 | 4.1
Cc1nnc(NC(=O)CSc2ccc(-c3ccco3)nn2)s1 | -8.0 | -4.3 | 0.7 | 0.4 | 1.7 | -2.6 | 1.12 | 3.7 | 3.4 | 1600 | 8.9
